Screening data (PubChem)
CYP2C9 inh: blocks human cytochrome P450 2C9 | P11712 | CYP2C9 Supersomes, luciferin-H conversion, luminescence | inhibition, % at 5 µM | 96,000 tested, 20% active | AID 777;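 active = blocking of liver enzyme CYP2C9 beyond about 50% at 5 µM, limit read from the data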; note: values of inactives mirror those of a sister screen read the other way
Target sequence (P11712 whole entry, looked up): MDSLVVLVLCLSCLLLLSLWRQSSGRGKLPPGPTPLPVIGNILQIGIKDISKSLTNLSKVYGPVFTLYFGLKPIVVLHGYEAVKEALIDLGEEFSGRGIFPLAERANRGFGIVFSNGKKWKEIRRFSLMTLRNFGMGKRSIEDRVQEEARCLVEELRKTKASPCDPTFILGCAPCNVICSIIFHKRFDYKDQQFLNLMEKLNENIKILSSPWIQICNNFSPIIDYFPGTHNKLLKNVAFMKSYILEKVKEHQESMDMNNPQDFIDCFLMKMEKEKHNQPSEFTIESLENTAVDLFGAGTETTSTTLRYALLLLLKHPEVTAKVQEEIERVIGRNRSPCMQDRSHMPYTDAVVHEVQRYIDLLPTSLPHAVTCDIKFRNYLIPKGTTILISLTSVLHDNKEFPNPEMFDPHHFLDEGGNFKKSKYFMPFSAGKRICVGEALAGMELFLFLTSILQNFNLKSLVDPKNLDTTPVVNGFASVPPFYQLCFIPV
CYP2C9 act: CYP2C9 (human) activation. P11712. recombinant CYP2C9, luciferin-H conversion, luminescence; hits give high values; factor 1 = untreated enzyme, 0 = blocked. activation factor at 5 µM. 96,000 tested, 1.4% active. AID 1024;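 active = activation factor of 2 or more for CYP2C9 at a 5 µM dose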;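 note: 0 = sulfaphenazole-blocked wells and 1 = vehicle-only wells; values of inactives mirror those of a sister screen read the other way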
CYP2C19 activ: activators of human cytochrome P450 2C19; 96,000 tested, under 10 active; P33261; AID 1025; recombinant CYP2C19, luciferin-H EGE luminescence; hits give high values; 0 = fully inhibited enzyme, 1 = untreated enzyme; activation factor at 5 µM;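 active = activation factor of at least 2 at 5 µM in the primary screen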;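 note: 0 = wells with 2.5 mM tranylcypromine and 1 = vehicle-only wells; values of inactives mirror those of a sister screen read the other way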
CYP2C19 inh: blocks human cytochrome P450 2C19. inhibition, % at 5 µM. 96,000 tested, 21% active. CYP2C19 Supersomes, luciferin-H EGE luminescence, 30 min. AID 778;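 active = CYP2C19 inhibition above a set limit at 5 µM in the primary screen, cut at about 50% in these data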;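 note: plate controls were negative control wells for no effect and 2.5 mM tranylcypromine positive control for full effect; values of inactives mirror those of a sister screen read the other way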
Ecoli WT expand: E. coli BW25113 growth inhibition, expanded screen | OD600 absorbance | growth inhibition, % at 100 µM | 98,000 tested, 0.15% active | AID 710;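 active = growth inhibition above about 50% at one test dose, limit read from the data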;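 note: growth measured after 20 h incubation at 37 °C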
EphB4 ephrin blk: blocks human EphB4 binding to ephrin-B2; EphB4 LBD / TNYL-RAW-Alexa532 peptide, fluorescence polarization; inhibition, % at 7 µM; 97,000 tested, 0.15% active; AID 720;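 active = inhibition above the screen-wide mean inhibition plus 3 SD, cut at about 15% in these data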;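 note: 0% = DMSO wells and 100% = excess unlabeled TNYL-RAW peptide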
Pyk2 oligo antag: blocks oligomerization of human Pyk2 in cells. z-score (the deposit names both 25 µM and 10 µM). 99,000 tested, 0.83% active. AID 1347419. Q293 cells, Pyk2 FERM NanoBiT luminescence; hits give low values;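 active = Z-score of -3 or lower, scaled per plate to the spread of control and sample wells; inactive = z-score above -3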;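 note: negative z-score means lost luminescence so less FERM oligomerization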
PLAP act: human PLAP activation | P05187 | purified PLAP enzyme, luminescent substrate read-out; hits give high values | activation fold at 20 µM | 96,000 tested, 1.2% active | AID 696; in the data active = activation fold above about 2
PostGolgi yeast: growth inhibition of a yeast mutant, post-Golgi transport screen; post-Golgi transport phenotypic cell assay; inhibition, % at 10 µM; 98,000 tested, 0.9% active; AID 739; in the data active = inhibition above about 30%;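 note: yeast cells grown in 1536-well plates; yeast grown about 18 h at 30C before absorbance read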
Numbers without * were called inactive; / = no result given.

A first look:
SMILES	CYP2C9 inh	CYP2C9 act	CYP2C19 activ	CYP2C19 inh	Ecoli WT expand	EphB4 ephrin blk	Pyk2 oligo antag	PLAP act	PostGolgi yeast
Cc1cccc(-c2cc3nc4c(c(N5CCCC(O)C5)n3n2)CCC4)c1 (stereo not drawn)	97.5*	0	0.1	87.3*	-13.0	-0.2	0.81	1.5	-0.7
CS(=O)(=O)N(CC(=O)N1CCCCC1)c1ccc(Cl)c(C(F)(F)F)c1	-1.1	1	0.8	16.1	9.0	-5.8	0.01	1	-15.2
O=C1CCCC(O)=C1C=NCCc1ccccc1	6.6	0.9	0.9	12.8	2.0	-10.5	0.62	0.9	-17.9
CC(C)c1nc(-c2ccccn2)no1	3.9	1	1	-3.1	0.0	-1.5	2.53	0.9	-0.5
CCOC(=O)N1CCC(NC(=O)CCC(=O)N2CC(C)Oc3ccc(Cl)cc32)CC1 (stereo not drawn)	45.8	0.5	0.6	40.6	4.0	-2.6	-0.02	1.5	0.9
Cc1ccc(NCc2nnc(SCC(=O)Nc3ccccc3)n2CC2CCCO2)c(C)c1 (stereo not drawn)	48.9	0.5	0.5	52.3*	3.0	-7.0	-1.04	1.4	5.6
COc1ccc(C(=O)NCCc2nnc(SCC(=O)Nc3ccccc3C(C)C)n2C)cc1	30.1	0.7	0.6	43.5	3.0	-9.9	0.24	0.9	1.9
Cc1cc(C)nc(N2CCCC(C(=O)NCCc3cccc(F)c3)C2)n1 (stereo not drawn)	-64.0	1.6	0.6	39.2	0.0	1.5	0.94	1	-2.2
c1cncc(-c2noc(-c3cccc4ccccc34)n2)c1	9.5	0.9	0.7	30.5	-15.0	-2.1	-0.47	1	-1.9
COc1cc(OC)c(OC)cc1CN1CCN(c2ccccc2OC)CC1	-48.7	1.5	1	2.2	-1.0	4.7	2.13	1.6	8.7
COc1ccccc1N1CCN(C(=O)CCCC2=NS(=O)(=O)c3ccccc3N2)CC1	18.6	0.8	0.9	6.7	-2.0	/	/	1.1	-2.5
O=C(Nc1ccc2nc(-c3cccs3)[nH]c2c1)c1cccs1	80.9*	0.2	0.4	57.1*	-3.0	4.0	0.01	1.2	-0.5
COC(=O)c1ccc(N2C(=O)CC(N3CCN(C(=O)c4ccco4)CC3)C2=O)cc1 (stereo not drawn)	1.7	1	1	3.2	-1.0	/	0.64	1	-1.7

The whole of this part, repeating the preview:
SMILES	CYP2C9 inh	CYP2C9 act	CYP2C19 activ	CYP2C19 inh	Ecoli WT expand	EphB4 ephrin blk	Pyk2 oligo antag	PLAP act	PostGolgi yeast
Cc1cccc(-c2cc3nc4c(c(N5CCCC(O)C5)n3n2)CCC4)c1 (stereo not drawn)	97.5*	0	0.1	87.3*	-13.0	-0.2	0.81	1.5	-0.7
CS(=O)(=O)N(CC(=O)N1CCCCC1)c1ccc(Cl)c(C(F)(F)F)c1	-1.1	1	0.8	16.1	9.0	-5.8	0.01	1	-15.2
O=C1CCCC(O)=C1C=NCCc1ccccc1	6.6	0.9	0.9	12.8	2.0	-10.5	0.62	0.9	-17.9
CC(C)c1nc(-c2ccccn2)no1	3.9	1	1	-3.1	0.0	-1.5	2.53	0.9	-0.5
CCOC(=O)N1CCC(NC(=O)CCC(=O)N2CC(C)Oc3ccc(Cl)cc32)CC1 (stereo not drawn)	45.8	0.5	0.6	40.6	4.0	-2.6	-0.02	1.5	0.9
Cc1ccc(NCc2nnc(SCC(=O)Nc3ccccc3)n2CC2CCCO2)c(C)c1 (stereo not drawn)	48.9	0.5	0.5	52.3*	3.0	-7.0	-1.04	1.4	5.6
COc1ccc(C(=O)NCCc2nnc(SCC(=O)Nc3ccccc3C(C)C)n2C)cc1	30.1	0.7	0.6	43.5	3.0	-9.9	0.24	0.9	1.9
Cc1cc(C)nc(N2CCCC(C(=O)NCCc3cccc(F)c3)C2)n1 (stereo not drawn)	-64.0	1.6	0.6	39.2	0.0	1.5	0.94	1	-2.2
c1cncc(-c2noc(-c3cccc4ccccc34)n2)c1	9.5	0.9	0.7	30.5	-15.0	-2.1	-0.47	1	-1.9
COc1cc(OC)c(OC)cc1CN1CCN(c2ccccc2OC)CC1	-48.7	1.5	1	2.2	-1.0	4.7	2.13	1.6	8.7
COc1ccccc1N1CCN(C(=O)CCCC2=NS(=O)(=O)c3ccccc3N2)CC1	18.6	0.8	0.9	6.7	-2.0	/	/	1.1	-2.5
O=C(Nc1ccc2nc(-c3cccs3)[nH]c2c1)c1cccs1	80.9*	0.2	0.4	57.1*	-3.0	4.0	0.01	1.2	-0.5
COC(=O)c1ccc(N2C(=O)CC(N3CCN(C(=O)c4ccco4)CC3)C2=O)cc1 (stereo not drawn)	1.7	1	1	3.2	-1.0	/	0.64	1	-1.7
C=CCNC(=O)C(=O)NN=C1CCN(C)CC1	-4.1	1	1.1	-7.5	1.0	4.4	0.61	1	-3.5
CCN(CC)c1nc(C#N)cc(-c2ccc(OC)cc2)n1	-10.6	1.1	0.9	8.5	3.0	10.1	-0.27	0.7	-1.0
Cc1ccnc2nc(C(=O)NCCc3ccc(F)cc3)nn12	-22.3	1.2	0.8	15.4	-3.0	1.9	-0.02	1.2	6.9
Cc1ccc2oc(-c3ccco3)nc2c1	17.5	0.8	0.7	25.7	5.0	-2.2	-0.02	1	-6.4
CCOCCCNS(=O)(=O)c1ccc2c(c1)CCN2C(C)=O	-0.6	1	1.1	-9.1	5.0	7.5	1.8	1.1	15.3
c1ccc(OCCOCCN2CCOCC2)cc1	-9.6	1.1	1.1	-5.7	3.0	-3.1	1.15	1	11.7
O=C(c1cccc(C(F)(F)F)c1)N1CCOC12CCN(c1ncc(C(F)(F)F)cc1Cl)CC2	20.4	0.8	0.9	8.7	0.0	5.0	1.48	0.9	0.3
O=C1CCN(C(=O)Nc2ccccc2)N1	-2.1	1	1	-3.2	-5.0	-5.3	0.5	1	-3.9
CCOCCCN1CC(C(=O)NCCc2ccccc2)CC1=O (stereo not drawn)	-14.6	1.1	1.1	-10.4	-8.0	1.9	0.33	1.1	2.7
O=C(NCN1CCc2ccccc2C1)c1cnccn1	-19.8	1.2	1	-1.6	9.0	1.0	-0.48	1	-5.3
N#Cc1cc2ccccc2nc1SCc1ccccn1	42.3	0.6	0.5	48.1	-1.0	1.0	-0.22	1	9.9
CCOC(=O)c1c(C)n(C)c2ccc(O)c(CN3CCC(C)CC3)c12	2.2	1	0.9	6.3	8.0	2.2	0.28	0.9	-17.3
COc1cccc(-c2csc(N3CCN(CC(=O)Nc4ccc5c(c4)OCO5)CC3)n2)c1	9.2	0.9	1	-3.0	-16.0	2.9	-0.06	1	9.6
O=C(COc1ccc(S(=O)(=O)N2CCCC2)cc1Cl)NCc1ccco1	85.4*	0.1	0.9	7.5	14.0	-4.9	0.33	0.8	-3.9
O=c1oc2ccccc2cc1-c1nnc(-c2cccc(Br)c2)o1	-47.2	1.5	0.9	8.6	/	/	1.37	1	/
O=C(c1ccc(Br)s1)N1CCN(C/C=C/c2ccccc2)CC1	6.9	0.9	0.8	18.2	10.0	5.5	-0.22	2*	0.2
O=C(CCC(=O)NNC(=O)Nc1ccc(Cl)cc1)NCc1ccccc1	11.3	0.9	1	2.8	1.0	-0.3	0.13	1	-1.1
CN(C)/C=C1\C(=O)N(c2ccc(Cl)cc2)CS1(=O)=O	13.3	0.9	0.9	9.1	0.0	-0.6	0.09	1.1	-1.3
O=C(Nc1ccc(F)cc1)c1sc2cc(C(F)(F)F)cnc2c1-c1cccs1	25.4	0.7	0.9	8.4	-18.0	-2.4	-0.8	0.9	-7.5
Cc1cccc(C)c1NC(=O)N1C(C(=O)O)CSC1C(=O)O (stereo not drawn)	-18.8	1.2	1.2	-21.1	0.0	6.6	0.34	1.2	-1.1
N/C(=N\OC(=O)CCC1CCCCC1)c1ccc([N+](=O)[O-])cc1	13.5	0.9	0.9	12.5	10.0	-5.6	1.16	1	1.3
COC(=O)c1ccc(/C=N/NC(=O)c2cccc(F)c2)cc1	7.1	0.9	0.9	14.2	-2.0	-10.3	-0.1	1.1	-1.3
CN(C)S(=O)(=O)Nc1ccc2c(c1)OCO2	24.6	0.8	0.2	75.8*	-7.0	/	-0.52	1.1	5.3
CCOC(=O)c1c(C)[nH]c(C(=O)OCC(=O)Nc2ccc(OC)c(Cl)c2)c1C	1.1	1	0.8	16.1	-6.0	0.9	0.12	1.4	3.4
O=C(c1ccc(CS(=O)(=O)c2ccccc2)o1)N1CCN(c2ncccn2)CC1	63.5*	0.4	0.5	54.5*	2.0	-4.1	/	1	0.5
CN(CC(=O)Nc1ccc2c(c1)OCCO2)S(=O)(=O)c1ccc(Br)s1	64.5*	0.4	0.3	67.7*	0.0	2.6	0.93	0.6	-1.1
Cc1cccc(NC(=S)N/N=C/c2cccc([N+](=O)[O-])c2)c1	0.5	1	1	3.0	-8.0	-12.9	0.88	0.8	4.8
CN(C)/C(CN1CCOCC1)=C1\N=C(c2ccccc2)OC1=O	16.9	0.8	0.6	41.2	2.0	-7.3	-0.31	1	-3.3
O=C(NCc1ccc2c(c1)OCO2)C1CCN(C(=O)Nc2ccc(Cl)cc2)CC1	1.5	1	1.1	-8.1	-7.0	-2.0	0.35	1.4	-6.9
CC(=O)C(=[N+]=[N-])C(=O)NCc1ccccc1	-5.4	1.1	0.8	23.1	3.0	3.1	0.25	1	1.8
Fc1ccccc1N1CCN(c2ncnc3[nH]ncc23)CC1	-21.5	1.2	0.8	18.5	-4.0	/	2.84	1.8	4.0
